Screens (PubChem BioAssay)
4-MU autofl – compound fluoresces in the 4-MU spectral region | compound autofluorescence, 340/450 nm, 4-MU equivalents; active compounds read high | AID 589 | 59,000 tested, 11% active | max dye-equivalent concentration, M; in the data active = max dye-equivalent concentration above about 10 nM; inconclusive = mostly about 1.1 nM to 9.6 nM
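Compounds in 100 mM Tris, pH 8.0, incubated 15 min at room temperature, then fluorescence read at 340 nm excitation/450 nm emission. Signal converted to 4-MU dye-equivalent concentration using an on-plate six-point 4-MU standard curve.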
USP2a inhib – inhibitors of human ubiquitin-specific protease USP2a. O75604. USP2a enzymatic assay, qHTS inhibition. Potency, µM (highest dose often 38.3 µM), without a hit: top-dose activity change, negative = inhibition, most hits filed as inhibitors. 60,000 tested, 0.1% active. AID 927;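 also: potency is read from the fitted curve at half-maximal effect; nearly all actives have a fitted effect of over 60% in size; plate controls were DMSO for no effect and NEM full inhibition control for full effect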
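Coupled readout: USP2-cleaved Ub-PLA2 (20nM final) turns over NBD C6-HPC (20uM final), Ex 460nm/Em 535nm after 2.5 h, time-zero read flagging artifacts. Enzyme (20nM final, pH 8.0 Tris) given 30 min RT with compound first; NEM defines full inhibition.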
BRCT PPI green – BRCA1 BRCT-phosphoprotein interaction inhibition. P38398. BRCA1 BRCT-phosphopeptide binding, green fluorescence polarization. Potency, µM (doses to about 76.9 µM), inactives show top-dose activity change, negative = inhibition, most hits filed as inhibitors. 75,000 tested, 0.05% active. AID 875;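 also: potency is read from the fitted curve at half-maximal effect; plate controls were peptide without protein for full effect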
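Fluorescence polarization: His-tagged BRCT (~35 kDa BRCA1 C-terminus, 250 nM) bound to 100 nM fluorescein-labeled phosphorylated 10-aa BACH1 peptide, pH 7.3 phosphate buffer with DTT and Tween 20. Compounds incubated 12 min at room temperature; inhibition read as lowered polarization.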
Caspase-1 inhib – caspase-1 (human) inhibition, allosteric or competitive | Caspase-1 enzyme, Ac-WEHD-AFC fluorogenic rate | Potency, µM (highest dose often 57.5 µM), for inactives: top-dose activity change, negative = inhibition, most hits filed as inhibitors | 75,000 tested, 0.03% active | AID 900;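 also: potency is read from the fitted curve at half-maximal effect; plate controls were vehicle for no effect and no substrate for full effect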
Target sequence (P29466 120-297 limits assumed): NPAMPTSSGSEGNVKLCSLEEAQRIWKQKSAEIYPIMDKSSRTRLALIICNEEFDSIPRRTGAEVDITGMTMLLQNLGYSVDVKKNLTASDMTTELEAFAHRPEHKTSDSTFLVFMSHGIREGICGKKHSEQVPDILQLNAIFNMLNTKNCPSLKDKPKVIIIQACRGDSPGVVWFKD
Target sequence (P29466 317-404 limits assumed): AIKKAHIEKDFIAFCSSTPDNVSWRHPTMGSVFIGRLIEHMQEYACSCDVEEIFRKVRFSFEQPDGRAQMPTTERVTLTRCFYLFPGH
A350 fluor – compounds fluorescent in Alexa 350 spectral region | max dye-equivalent concentration, M | Compound autofluorescence, 340/450 nm, Alexa 350 dye-equivalents; active compounds read high | 59,000 tested, 11% active; in the data active = max dye-equivalent concentration above about 10 nM; inconclusive = mostly about 1.1 nM to 9.6 nM
Casp7 inh – caspase-7 (human) inhibition, allosteric or competitive; P55210; recombinant caspase-7, Ac-DEVD-AFC fluorescence rate; Potency, µM (doses to about 57.5 µM), inactives show at the top dose activity change, negative = inhibition, usual class: inhibitors; 75,000 tested, 0.02% active; AID 889; active = well fitted inhibition curve with a large enough effect in the main read-out, with a control signal flat, not every such curve was filed as active; inconclusive = small, poorly fitted or top-dose-only effect, or a change in a side signal; also: potency is read from the fitted curve at half-maximal effect; % of control where 0% means no effect
Target sequence (P55210 24-198 limits assumed): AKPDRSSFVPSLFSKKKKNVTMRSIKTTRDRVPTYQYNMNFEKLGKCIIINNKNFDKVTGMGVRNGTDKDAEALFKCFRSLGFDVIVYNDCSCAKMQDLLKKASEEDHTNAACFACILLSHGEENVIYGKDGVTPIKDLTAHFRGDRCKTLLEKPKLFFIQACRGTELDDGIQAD
Target sequence (P55210 207-303 limits assumed): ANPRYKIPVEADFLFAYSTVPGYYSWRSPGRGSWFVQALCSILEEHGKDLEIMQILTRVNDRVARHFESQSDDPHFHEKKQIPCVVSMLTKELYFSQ
Fluorescein fluor – compound autofluorescence in fluorescein spectral region; max fluorescein-equivalent concentration, M; Compound autofluorescence, 480/540 nm, fluorescein-equivalent; active compounds read high; AID 593; 59,000 tested, 0.91% active; in the data active = max fluorescein-equivalent concentration above about 10 nM; inconclusive = between about 1.1 nM and that limit
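Library compounds, added at multiple concentrations to pH 8.0 Tris buffer (100 mM), incubate 15 min at room temperature before CCD imaging at 480 nm excitation and 540 nm emission.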
HEK293 cAMP ctrl – counter-screen for TSHR agonists: cAMP increase in parental HEK293 | Potency, µM (series often up to 57.1 µM), without a hit: at the highest dose activation, actives largely listed as activators | 73,000 tested, 2.5% active | AID 938 | parental HEK293 CNG cAMP sensor, membrane potential fluorescence; also: potency is read from the fitted curve at half-maximal effect; % of control where 0% means no effect; nearly all actives have a fitted effect of over 55% in size
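Parental HEK 293 cells stably expressing a modified CNG channel (no TSHR) report cAMP rise as membrane depolarization. Membrane potential dye with 100 uM RO 20-1724 was loaded for 60 min at room temperature, then compound added for 30 min; fluorescence read at 590 nm.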
TexasRed autofl – compound fluoresces in the Texas Red spectral region. Compound fluorescence, Texas Red channel, 547/618 nm; active compounds read high. max dye-equivalent concentration, M. 59,000 tested, 0.06% active. AID 587; in the data active = max dye-equivalent concentration above about 10 nM; inconclusive = between about 1.1 nM and that limit
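Spectral interference profiling: each compound concentration's relative fluorescence, read with a 547 nm excitation and 618 nm emission filter pair, was normalized to a per-plate Texas Red standard curve.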
Rhodamine autofl – compound autofluorescence in rhodamine spectral region | Rhodamine-region fluorescence, 547/598 nm, Tris buffer; active compounds read high | 59,000 tested, 0.05% active | AID 594 | max dye-equivalent concentration, M; in the data active = max dye-equivalent concentration above about 11 nM; inconclusive = between about 1.1 nM and that limit
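A six-point rhodamine series on each plate calibrates the signal. Compounds sit in 100 mM Tris (pH 8.0) for 15 min at ambient temperature before imaging through 547 nm/598 nm filters.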
BRCT PPI red – inhibitors of human BRCA1 BRCT-phosphoprotein interaction (red fluorophore). 75,000 tested, 0.03% active. BRCT-phosphopeptide binding, red fluorescence polarization. Potency, µM (doses to about 76.9 µM), inactives show at the top dose activity change, negative = inhibition, actives largely listed as inhibitors; also: % is scaled to controls: 0 for no effect and ±100 for the full control effect
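Fluorescence polarization: 100 nM His-tagged BRCA1 BRCT with 100 nM TAMRA-labelled phospho-BACH1 decapeptide, phosphate buffer pH 7.3 with 150 mM NaCl, DTT, 0.01% Tween 20; 12 min RT. Binding inhibition seen as FP decrease.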
* hit, by the source's call; i = inactive; ? = inconclusive; · = no result given; [ ] = remark or other dose. Unless noted, calls follow the shape of the dose curve; as a rule, active = well fitted curve in the direction sought with a large enough effect; inconclusive = small, poorly fitted or top-dose-only effect, or another doubt; inactive = no such curve, though single readings can be large; an effect the other way counts as inactive or inconclusive.

SMILES | 4-MU autofl | USP2a inhib | BRCT PPI green | Caspase-1 inhib | A350 fluor | Casp7 inh | Fluorescein fluor | HEK293 cAMP ctrl | TexasRed autofl | Rhodamine autofl | BRCT PPI red
CC(=O)c1ccc(NC2c3ncccc3C(=O)N2Cc2ccc(F)cc2)cc1 (stereo unspecified) | i | -14% | -2.0% | 2% | ? | 0% | ? | 10% | i | i | 0.2%
O=C(O)CCC(=O)c1ccc2ccc3cccc4ccc1c2c34 | 9.2e-07M* | · | -3.4%[15.4 µM] | -19%[11.5 µM] | 9.9e-07M* | -26%[11.5 µM] | i | 8%[11.4 µM] | i | i | -0.9%[15.4 µM]
CC(=O)NC(C)c1ccc(Cl)c(Cl)c1 (stereo unspecified) | · | -1% | 2.0% | 0% | · | -4% | · | -3% | · | · | -0.3%
COc1ccc2c3c(c(=O)oc2c1OCC(=O)C(C)(C)C)CCCC3 | ? | 7% | 0.3% | 0% | ? | 0% | i | ? | i | i | -1.1%
COCC(=O)N1CCC2(CCCN(Cc3ccccc3OC)C2)CC1 | i | 4% | -2.4% | -3% | i | -3% | i | 6% | i | i | 0.1%
COc1ccc(C2SCCN2S(=O)(=O)c2ccc(F)cc2)cc1OC (stereo unspecified) | i | -12% | -1.1% | 0% | i | 0% | i | 18% | i | i | -2.1%
CCCCCCCCNC(C)C(O)c1ccc(SC(C)C)cc1 (stereo unspecified) | i | 13% | -6.6%[3.08 µM] | 1% | i | -2% | i | · | i | i | -0.4%
c1csc(CNc2ncncc2-c2ccc3c(c2)OCO3)c1 | i | -17% | 2.8% | 1% | i | -1% | ? | ? | i | i | -2.0%
COc1cccc(NC(=O)CSc2ccccn2)c1 | i | 6% | 0.7% | -3% | i | 1% | i | 9% | i | i | -1.7%
O=C1c2ccccc2C(=O)N1CC1=CCS(=O)(=O)C1 | i | -4% | -1.1% | 0% | i | 0% | i | 0% | i | i | -1.0%
[N-]=[N+]=CC(=O)C(Cc1ccccc1)N1C(=O)c2ccccc2C1=O (stereo unspecified) | i | 2% | 0.6% | 0% | i | -1% | i | 7% | i | i | 0.1%
CCCC(=O)Nc1nc(C(=O)OCC)cs1 | i | 0% | -4.5% | -2% | i | -1% | i | 22% | i | i | -1.0%
CC1CCC(C(C)(C)O)CC2=C1CCC2C (stereo unspecified) | · | 7% | 0.6% | 1% | · | 1% | · | · | · | · | 1.3%
Cc1nc2cc(CO)ccc2s1 | i | -3% | -1.7% | -1% | i | -1% | ? | -1% | i | i | -0.8%
Cc1cccc(C(=O)O)c1NC(=O)c1ccc(F)cc1 | i | -4% | 0.1% | 0% | i | -2% | ? | 18% | ? | i | -1.9%
COCCn1c(=O)c(-c2ccccc2)nc2cnc(OCc3ccccc3)nc21 | ? | -6% | -1.5% | -13% | ? | -23% | i | ? | i | i | -1.0%
CCN(C1CCCCC1)S(=O)(=O)c1ccc(C(=O)O)cc1 | i | -7% | -1.7% | -2% | i | 0% | i | 2% | i | i | 0.3%
CCCc1cc(=O)n2[nH]c(NCc3c(F)cccc3Cl)nc2n1 | i | 30% | 0.2% | -3% | i | -1% | ? | 22% | i | i | -0.9%
CC(=O)c1ccc(NC(=O)CCC(=O)OCC(F)(F)C(F)F)cc1 | · | 0% | -0.1% | -2% | · | -1% | · | -3% | · | · | -0.7%
Cc1cccc(NC(=O)CSc2n[nH]c(-c3ccncc3)n2)c1 | i | 2% | 0.7% | 1% | i | 1% | i | 17% | i | i | 0.2%
Cn1c(-c2ccc3ccccc3n2)nc2cnccc21 | ? | 11% | -1.7% | ? | ? | -24% | i | 18% | i | i | -1.7%
O=C(CSc1nnc(Cn2c(=O)sc3ccccc32)n1-c1ccccc1)NCc1ccco1 | · | · | 1.9% | -1% | · | -10% | · | 7% | · | · | 0.7%
O=C(CN1CCOCC1)n1c2ccccc2c2ccccc21 | i | -1% | 0.3% | 0% | ? | 0% | i | 12% | ? | i | -0.9%
COc1ccc(N2CCN(CCCNC(=O)C3CCCN(S(=O)(=O)c4cnc[nH]4)C3)CC2)cc1 (stereo unspecified) | · | · | -2.3% | 0% | · | -2% | · | ? | · | · | 0.1%
O=C(CN1CCN(c2nc(-c3ccc(F)cc3)cs2)CC1)NCc1ccc2c(c1)OCO2 | i | 5% | 0.0% | -7% | ? | 3% | i | ? | i | i | 0.0%
CCOC(=O)c1csc(NC(=O)CSc2nnnn2-c2ccc(OCC)cc2)n1 | i | 3% | -12% | -2% | i | 0% | 2.3e-08M* | 24% | i | i | 1.6%
C[C@@]12CCC(=O)C=C1CC[C@H]1[C@@H]2[C@@H](O)C[C@]2(C)[C@@H]1CC[C@@]2(O)C(=O)CO | i | · | -1.7%[15.4 µM] | 2%[11.5 µM] | i | -3%[11.5 µM] | ? | -3%[11.4 µM] | i | i | -2.9%[15.4 µM]
COCCn1c(SCC(=O)OC(C)C)nnc1-c1ccccc1 | i | 3% | 1.7% | -1% | i | 1% | i | 3% | i | i | 0.8%
OCCSc1ncnc2c1oc1ccccc12 | i | 5% | -0.5% | -1% | i | 0% | ? | -1% | ? | i | -1.8%
Cc1ccc(C(=O)Nc2cccc(C(=O)NCc3ccco3)c2)cc1 | i | 30% | -1.6% | -1% | i | -3% | i | 2% | i | i | -0.5%
Nc1cccc(-n2nncc2-c2ccccc2)c1 | i | 6% | -3.9% | -5% | i | -2% | i | ? | i | i | -3.1%
c1csc(Cc2nn3c(-c4n[nH]c5c4CCC5)nnc3s2)c1 | i | 38%[activator] | 1.9% | -3% | i | -21% | i | 15% | i | i | 0.2%
COc1ccccc1-c1ccc2ncnc(NC3CCNCC3)c2c1 | i | 51%[activator] | 0.2% | -3% | i | -3% | i | -1% | i | i | -0.5%
Cc1ccc(C(=O)NCc2ccc(Cl)c(Cl)c2)o1 | · | 12% | 0.6% | -2% | · | -1% | · | 17% | · | · | -1.0%
CCCOc1ccc(-c2nc(C#N)c(N3CCN(C)CC3)o2)cc1 | ? | 37%[activator] | -3.3% | -2% | ? | -3% | i | 24% | i | i | -1.3%
Cc1cc(C)n(-c2ncnc3sc(C)c(C)c23)n1 | i | · | · | · | ? | · | ? | · | i | i | ·
COc1ccc(C(c2c(O)ccc3ccccc23)N2CCOCC2)c(OC)c1 (stereo unspecified) | ? | 9% | -0.7% | -3% | ? | -2% | i | 15% | i | i | 0.4%
CC1CCCN(S(=O)(=O)c2ccc(Br)s2)C1 (stereo unspecified) | i | -3% | 1.3% | -3% | i | 3% | i | 27% | i | i | -2.0%
O=C(/C(=N/O)c1ccccc1)c1ccccc1 | · | 3% | -1.5% | -1% | · | 1% | · | 26% | · | · | 2.1%
Cn1c(Cc2ccccc2)nnc1SCC(=O)Nc1ccc2c(c1)OCO2 | i | 1% | -2.7% | 1% | i | 0% | i | ? | i | i | 1.1%
Cc1ccc(-n2nnnc2SCc2nnc(-c3ccccc3Br)o2)cc1 | i | 28% | 0.8% | -5% | i | -6% | i | ? | i | i | 2.2%
OC[C@H]1NC[C@H](O)[C@@H](O)[C@H]1O | · | · | 0.2% | 1% | · | 1% | · | -3% | · | · | -1.5%
COc1nc(-c2ccc(C)cc2)ccc1-c1noc(-c2cccnc2)n1 | 1.3e-08M* | 13% | -0.8% | -4% | 1.4e-08M* | -3% | ? | 10% | i | i | -0.4%
O=P(O)(CCCCP(=O)(O)CCc1ccccc1)CCc1ccccc1 | i | 4% | -3.0% | 1% | i | 0% | ? | 5% | i | i | 1.1%
COCCSc1nnc(NC(=O)Cc2ccccc2OC)s1 | i | 13% | -1.1% | 1% | i | 0% | ? | 4% | i | i | 0.0%
COc1cccc(Oc2coc3c(CN4CCOCC4)c(O)ccc3c2=O)c1 | 7.9e-07M* | -4% | -3.6% | ? | 1.1e-06M* | ? | i | 4% | i | i | 0.3%
CCOC(=O)N1CCC(n2c(SCC(=O)NCc3ccco3)nc3ccsc3c2=O)CC1 | i | 20% | -8.4% | 0% | i | -2% | i | 17% | i | i | -0.6%
CN1CCN(/C=N/c2sc3c(c2C#N)CCCCC3)CC1 | i | · | · | · | i | · | i | · | i | i | ·
Cc1cc(N2CCCC(C(=O)Nc3ccc4c(c3)CCC4)C2)n2ncnc2n1 (stereo unspecified) | i | 26% | 0.2% | 0% | i | 0% | i | 17% | i | i | -0.9%

Just BRCT PPI red, for four of the compounds above:
SMILES	BRCT PPI red
[N-]=[N+]=CC(=O)C(Cc1ccccc1)N1C(=O)c2ccccc2C1=O (stereo unspecified)	0.1%
CCN(C1CCCCC1)S(=O)(=O)c1ccc(C(=O)O)cc1	0.3%
c1csc(Cc2nn3c(-c4n[nH]c5c4CCC5)nnc3s2)c1	0.2%
Cc1cc(N2CCCC(C(=O)Nc3ccc4c(c3)CCC4)C2)n2ncnc2n1 (stereo unspecified)	-0.9%

This is a subset; rates above refer to the full screens.
